BCLXL inh: Bcl-xL (human) inhibition; Q07817; inhibition, % at 10.9 µM; GST-Bcl-xL / FITC-Bim BH3 peptide fluorescence polarization; 320,000 compounds, 0.7% hits;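 active = inhibition above the mean of all tested compounds plus 3 SD, cutoff set per campaign, cut at about 30% in these data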;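 also: 0% = DMSO wells and 100% = unlabeled Bim-BH3 peptide competitor; inhibitors lower millipolarization by displacing the labeled peptide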
Target sequence (Q07817 whole entry, looked up): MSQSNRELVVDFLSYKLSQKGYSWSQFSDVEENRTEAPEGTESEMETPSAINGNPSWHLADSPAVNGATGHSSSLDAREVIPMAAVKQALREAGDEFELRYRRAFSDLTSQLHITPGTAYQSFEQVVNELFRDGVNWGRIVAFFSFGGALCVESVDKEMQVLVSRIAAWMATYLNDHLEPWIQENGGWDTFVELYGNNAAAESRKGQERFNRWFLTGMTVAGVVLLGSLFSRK
GSTO1 counter: blocks human GSTO1 in RBBP9 counter-screen | P78417 | recombinant GSTO1, activity-based probe fluorescence polarization | inhibition, % at 5.96 µM | 300,000 compounds, 1.1% hits;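 active = inhibition above the campaign mean inhibition plus 3 SD, cut at about 35% in these data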;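 also: 0% = GSTO1-1 with DMSO and 100% = wells lacking GSTO1-1 enzyme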
TPT1 inh: C. albicans TPT1 enzyme inhibition; inhibition, % at 5 µM; AID 1962; recombinant caTPT1, FP RNA substrate dephosphorylation; 300,000 compounds, 0.81% hits;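 active = inhibition above the mean of all tested compounds plus 3 SD, set per screening campaign, cut at about 24% in these data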;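 also: plate controls were DMSO alone for no effect and ferristatin control at 100 nM for full effect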
PME-1 inh: blocks human protein phosphatase methylesterase 1; 320,000 compounds, 0.53% hits; inhibition, % at 5.9 µM; recombinant PME-1, FP-Rh probe fluorescence polarization;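 active = inhibition above the campaign mean of all compounds plus 3 SD, cut at about 26% in these data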;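 also: competitive labeling of PME-1 active site by serine hydrolase directed probe; 0% = PME-1 with DMSO and 100% = wells lacking PME-1 enzyme; inhibitors block probe labeling so polarization falls and inhibition rises; many of its hits are not listed in these tables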
Target sequence (Q9Y570 whole entry, looked up): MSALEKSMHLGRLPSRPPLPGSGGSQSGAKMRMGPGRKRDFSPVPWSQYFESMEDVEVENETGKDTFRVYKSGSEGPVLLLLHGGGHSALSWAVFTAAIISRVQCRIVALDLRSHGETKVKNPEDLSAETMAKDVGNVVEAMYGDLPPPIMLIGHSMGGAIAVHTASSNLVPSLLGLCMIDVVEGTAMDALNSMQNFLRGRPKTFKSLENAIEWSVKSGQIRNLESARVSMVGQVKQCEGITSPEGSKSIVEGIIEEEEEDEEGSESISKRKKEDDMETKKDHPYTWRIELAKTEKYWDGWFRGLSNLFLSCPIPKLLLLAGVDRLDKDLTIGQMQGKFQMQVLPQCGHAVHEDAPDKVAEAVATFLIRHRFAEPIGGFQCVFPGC
MEX-5 binding: C. elegans MEX-5 TCR-2 RNA binding activity; activity score (negative = inhibition of binding), % at 10 µM; Q9XUB2; MEX-5/FITC-TCR2 RNA binding, fluorescence polarization; stronger effect = lower value; 300,000 compounds, 0.38% hits;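 active = inhibition past about -25% in most replicates, and total fluorescence under double the plate's negative control median, limit read from the data; inconclusive = replicates evenly split on the limit, or fluorescence at least double controls; inactive = too little inhibition in most replicates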;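 also: 0% = DMSO and -100% = 5 µM competing unlabeled TCR2 RNA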
Target sequence (Q9XUB2 whole entry, looked up): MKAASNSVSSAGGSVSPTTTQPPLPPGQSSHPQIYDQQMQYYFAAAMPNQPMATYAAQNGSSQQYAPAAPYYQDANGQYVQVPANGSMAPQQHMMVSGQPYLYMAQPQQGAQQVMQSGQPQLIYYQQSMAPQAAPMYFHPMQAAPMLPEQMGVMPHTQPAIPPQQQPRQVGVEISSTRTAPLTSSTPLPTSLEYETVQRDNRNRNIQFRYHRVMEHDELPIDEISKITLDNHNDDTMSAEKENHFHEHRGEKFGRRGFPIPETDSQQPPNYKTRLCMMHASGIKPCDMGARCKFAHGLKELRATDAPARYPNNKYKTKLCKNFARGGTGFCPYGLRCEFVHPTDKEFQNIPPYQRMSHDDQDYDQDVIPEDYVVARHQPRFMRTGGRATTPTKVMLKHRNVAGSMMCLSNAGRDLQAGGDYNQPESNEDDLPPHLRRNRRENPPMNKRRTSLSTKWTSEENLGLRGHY
MCL1-BIM inh: inhibitors of human MCL1 binding to BIM-BH3 peptide; Q07820; GST-MCL1 / FITC-Bim-BH3 fluorescence polarization; inhibition, % at 10.9 µM; 320,000 compounds, 0.68% hits;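 active = inhibition above the mean inhibition of all tested compounds plus 3 SD, set per campaign, cut at about 40% in these data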;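 also: 0% = DMSO wells and 100% = unlabeled Bim-BH3 peptide control; higher means more loss of mP so more displacement of Bim peptide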
Fam108B inh: Fam108B inhibition, counter-screen for RBBP9 inhibitors; recombinant Fam108B, FP-Rh probe fluorescence polarization; inhibition, % at 9.51 µM; 300,000 compounds, 0.33% hits; AID 1947;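 active = inhibition above the screen mean inhibition plus 3 SD, computed separately per campaign, cut at about 18% in these data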;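 also: inhibitors lower polarization as less probe binds the enzyme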
PAD4 FP inh: PAD4 (human) enzyme inhibition | recombinant PAD4, RCA probe fluorescence polarization | inhibition, % at 6.36 µM | 330,000 compounds, 0.41% hits | AID 485272 | Q9UM07;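 active = percent inhibition above a cutoff equal to the mean of all tested compounds plus 3 SD, cut at about 15% in these data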;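 also: 0% = PAD4 with RCA probe and DMSO and 100% = probe without PAD4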
GLD-1 TGE inh: GLD-1-TGE RNA interaction inhibition (C. elegans); purified GLD-1 + fluorescein TGE RNA, fluorescence polarization; inhibition, % at 5.96 µM; 320,000 compounds, 0.44% hits; Q17339;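 active = percent inhibition above a per-plate cutoff, the plate mean of test compounds plus 3 SD, cut at about 30% in these data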;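 also: 0% = DMSO wells with GLD-1 and probe and 100% = wells lacking GLD-1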
An asterisk follows results filed as active; u = inconclusive; x = not tested or not shown. This is a subset. The share of hits here may be higher or lower than overall.

SMILES | BCLXL inh | GSTO1 counter | TPT1 inh | PME-1 inh | MEX-5 binding | MCL1-BIM inh | Fam108B inh | PAD4 FP inh | GLD-1 TGE inh
Cc1cc(NC(=O)Cn2cc(C(F)(F)F)cc(Cl)c2=O)no1 | 2 | -7 | -3 | 0 | 0.0 | -2 | 4 | -3 | 8
CN(C)CCOC(=O)NC12CC3CC(CC(C3)C1)C2 | 6 | -3 | 0 | 0 | 0.0 | 6 | 1 | 0 | -2
Cc1ccsc1C(=O)NNC(=O)Nc1ccc(Cl)c(Cl)c1 | 3 | -16 | 2 | -20 | 0.8 | 8 | -17 | 2 | 8
CC(C)(C)NC(=O)Cn1c(=O)c(=O)n(Cc2ccccc2)c2ccc(Cl)cc21 | 0 | -1 | 4 | 0 | -0.9 | -3 | 5 | -8 | -4
CCOC(=O)c1cc(C)nn1-c1nc(Cl)cc(OC)n1 | 6 | 8 | -1 | 1 | 2.0 | 10 | -4 | -2 | 2
CCN(Cc1ccccc1)C(=O)Cn1c(=O)n(-c2ccc(OC)cc2OC)c(=O)c2c(C)c(C)sc21 | 2 | 7 | -4 | -1 | -1.6 | 3 | -2 | -6 | 1
Cc1ccc(S(=O)(=O)N(C)c2ccc(OCC(=O)OCC(=O)N(CC#N)c3ccccc3)cc2)cc1 | -2 | 3 | -2 | -1 | 2.5 | 1 | 0 | -2 | 1
CC1(C)CC(=O)C(C=Nc2cccnc2/N=C/C2=C(O)CC(C)(C)CC2=O)=C(O)C1 | 58* | 1 | -18 | -6 | -4.5 | 63* | 0 | -2 | 118*
CCN(CC)CCCNC(=S)N1CCN(c2nc(-c3ccccc3)cs2)CC1 | 4 | 4 | -3 | -6 | 1.7 | 8 | -4 | -3 | 4
COC(=O)C1=CN(C)C=C(C(=O)OC)C1c1ccccc1Cl | 1 | -1 | -1 | 1 | 0.5 | 3 | 3 | -1 | 3
Cc1ccc(C)c(C(=O)CN2C(=O)NC3(CCC(C)CC3)C2=O)c1 (configuration not stated) | 3 | 7 | 0 | -1 | 0.9 | -1 | 5 | -1 | -2
Cc1ccc(C(=O)NNC(=O)CCn2nnc3ccccc32)cc1 | 4 | 9 | 0 | -3 | -4.0 | 5 | 0 | 1 | 0
Cc1nn(C)c(C)c1S(=O)(=O)N1CCCC(C(=O)NC2CCCCCC2)C1 (configuration not stated) | 2 | -2 | -5 | -2 | -0.8 | 1 | -4 | -7 | 12
CC(C)(C)c1[nH]nc2c1C(c1ccccc1OC(=O)N1CCOCC1)C(C#N)=C(N)O2 (configuration not stated) | 6 | 7 | -1 | 2 | -2.2 | 1 | 1 | 1 | 10
Cc1c(NC(=S)NC(=O)c2ccco2)cccc1-c1nc2ncccc2o1 | -7 | 2 | 0 | -10 | -0.2 | -9 | -5 | -1 | 11
CCCCNC(=O)CCCN1C(=O)c2cccnc2Sc2ccccc21 | 1 | -5 | 2 | 6 | 0.4 | 3 | -2 | 4 | 5
COc1cc(/C=N/NC(=O)c2ccc(C)nc2)cc([N+](=O)[O-])c1O | 2 | -6 | 2 | -3 | -1.7 | 8 | -3 | -5 | 2
Cc1cc(S(=O)(=O)Nc2cccnc2)c(C)s1 | 6 | 6 | -4 | 0 | 3.4 | 2 | -2 | -3 | -1
COC(=O)N/N=C(\C)c1ccc(OC(F)F)cc1 | 6 | 6 | 0 | -1 | -3.4 | 7 | 3 | 0 | 12
CCCNC(=S)N1CCCC(c2nc3ccccc3[nH]2)C1 (configuration not stated) | 6 | 7 | -3 | 4 | 1.0 | 7 | 3 | 0 | -2
CCSc1nnc(NC(=O)c2cccc(OCc3c(C)noc3C)c2)s1 | -2 | -18 | 2 | -4 | 2.6 | 1 | -7 | -4 | 2
N=C1/C(=C/c2cccn2CCOc2ccccc2)C(=O)N=C2SC=C(c3ccccc3)N12 | -4 | -54 | -3 | -13 | 2.7 | -7 | 19* | -2 | -2
Cc1cc(Cl)ccc1OCC(=O)OCC(=O)N1CCC(C(N)=O)CC1 | 2 | x | x | -5 | x | -2 | x | -1 | 7
COc1ccc(CCN2C(=O)c3cccc4c(C(=O)N5CCCCC5)ccc(c34)C2=O)cc1OC | 6 | -15 | 0 | 4 | -3.4 | 3 | 4 | -4 | 1
CCCC(C)NC(=O)c1ccc(C2SCC(=O)N2Cc2ccco2)cc1 (configuration not stated) | 3 | -5 | -6 | -2 | u | 9 | -6 | 6 | -4
CC1CCN(C(=O)/C(=C\c2cccs2)NC(=O)c2ccccc2)CC1 | -2 | 11 | 2 | 3 | 2.1 | -5 | -1 | 4 | 1
COc1ccccc1-n1c(SCC(=O)O)nc2sc3c(c2c1=O)CCC3 | 8 | 5 | 0 | -3 | -0.6 | 9 | 3 | 1 | -1
CCCc1nc(NCCCOCC)c2nnn(Cc3ccccc3)c2n1 | 6 | 3 | -2 | 5 | -0.8 | 7 | 0 | 1 | 2
CC(C(=O)N1CCCCC1)N(C)CC(=O)Nc1ccc(Cl)cc1 (configuration not stated) | -3 | 0 | -2 | -1 | -2.6 | -3 | -3 | -5 | 1
CC(C)c1ccc(/C=C/C(=O)NC(=S)Nc2ccc(CN3CCOCC3)cc2)cc1 | 4 | -5 | -1 | -28 | 0.0 | 0 | -9 | 1 | 2
Cc1cc(C)c(NC(=O)C2CCCO2)c(C)c1NC(=O)C1CCCO1 (configuration not stated) | 6 | 14 | 0 | 4 | -1.6 | 10 | 0 | 2 | 8
COc1cc(NS(=O)(=O)c2c(C)[nH]c(C)c2C(=O)N2CCCC2)cc(OC)c1OC | 5 | 9 | -2 | 0 | -2.0 | 4 | 2 | -1 | 5
Cc1cc(C)c(C(=O)CN2C(=O)NC3(CCCCC3)C2=O)cc1C | -4 | 1 | 0 | 0 | 1.2 | -6 | 4 | -2 | 2
COC(=O)c1cc2n(n1)CCN(Cc1cccc(OC)c1)C2=O | 1 | 5 | -1 | -3 | -1.6 | 7 | 3 | -1 | 0
COc1ccccc1N1CCN(CC(O)COc2ccc(S(=O)(=O)N3CCOCC3)cc2)CC1 (configuration not stated) | -2 | 3 | 0 | -3 | -1.8 | 1 | 1 | -2 | 0
Cc1oc(-c2ccccc2F)nc1CS(=O)(=O)CC(=O)NCCCc1ccccc1 | -2 | -2 | 4 | 3 | -0.8 | -3 | 2 | -1 | 2
COc1cccc(C2C(C(=O)NCc3ccccc3)=C(C)Nc3ncnn32)c1 (configuration not stated) | 3 | 5 | -2 | 2 | -1.0 | 2 | 1 | 2 | 4
S=C(NCC1CCCO1)Nc1ccc(Cl)cc1Cl (configuration not stated) | 3 | 2 | 2 | -3 | 1.7 | 4 | 0 | -4 | 2
COc1ccc(OC)c(S(=O)(=O)N2CCC(C(=O)Nc3cccc(C)c3C)CC2)c1 | 2 | -4 | -3 | 2 | 2.2 | -1 | -2 | -6 | 0
CCN(CC)S(=O)(=O)c1cccc(N=Nc2c(O)c3ccccc3oc2=O)c1 | 4 | 9 | -1 | 2 | -2.6 | 8 | 4 | 2 | 1
CCNC(=O)CC1C(=O)N(c2cccc(OC)c2)C(=O)N1CCOC (configuration not stated) | 8 | -2 | -2 | 0 | 0.6 | 6 | -1 | -8 | -8
COc1ccc(CNC(=O)C(C)Sc2nc3ccccc3c(=O)n2CCCN2CCOCC2)cc1 (configuration not stated) | -8 | 5 | 2 | 8 | -1.8 | -6 | 5 | 2 | -2
N#Cc1nc(-c2ccccc2)oc1N1CCN(C(=O)c2ccco2)CC1 | 6 | 1 | -3 | 1 | 0.7 | 3 | 0 | -3 | -1
O=C(CCc1ccc(S(=O)(=O)NCCc2ccccc2)cc1)Nc1ccc2c(c1)OCO2 | 0 | 28 | 2 | 4 | -3.5 | 4 | 2 | -4 | 5
Cc1cc(C)cc(SCc2noc(C(=O)NC(C)C)c2C(=O)NC(C)C)c1 | 0 | 2 | 1 | -5 | -0.9 | -5 | -3 | 0 | 8
O=C(Cc1ccccc1[N+](=O)[O-])OCN1C(=O)c2ccccc2C1=O | 3 | 30 | -5 | 6 | -0.6 | 9 | -4 | -6 | -1
Cc1csc(SCC(=O)Nc2ccc(Cl)cn2)n1 | -1 | 0 | 5 | 1 | -3.5 | 1 | -5 | -6 | -8
O=c1c2c(ncn2C2CCCC2)n(Cc2ccccc2)c(=O)n1CCOc1ccc(Br)cc1 | -2 | 4 | -5 | -5 | 3.0 | 53* | 2 | -2 | -3
COC(=O)C1=C(CSc2nccn2C)NC(=O)NC1c1cc(C)ccc1C (configuration not stated) | -5 | 4 | -2 | 2 | 2.1 | -6 | -3 | -3 | 1
CCCC1C2C(=O)N(c3cccc(C)c3)C(=O)C2ON1c1ccccc1 (configuration not stated) | 0 | 3 | 1 | -5 | 1.7 | -6 | 1 | -4 | 5
CCC(C)/C(C)=N/NC(=O)CNS(=O)(=O)c1ccc([N+](=O)[O-])cc1 (configuration not stated) | -3 | 10 | 3 | 0 | 0.9 | 2 | 0 | -3 | 11
COc1ccc(C(=O)OC/C(O)=C(\C#N)c2nc3ccccc3[nH]2)cc1S(=O)(=O)N1CCOCC1 | 4 | 15 | 9 | 7 | 0.6 | -8 | 3 | 0 | 4
Cc1cc(C)cc(N2C(=O)CN(Cc3sccc3C)C2=S)c1 | 4 | 0 | -5 | 5 | 1.9 | 6 | -1 | -4 | 4
CC(O)C(=O)N/N=C/c1ccccc1C(=O)O (configuration not stated) | 5 | 3 | -7 | -2 | 0.4 | 1 | 4 | -1 | 0
CSc1nccn1CC(=O)Nc1ccc(F)cc1 | 0 | 1 | -5 | -4 | 0.8 | 2 | 2 | -1 | 7
O=C(Nc1ccc(Cl)cc1)ON=C1CCCC1 | 7 | 9 | -2 | -3 | 2.4 | 8 | -3 | 1 | -3
COc1cc(OC)cc(C(=O)N2CCN(Cc3ccccc3Br)CC2)c1 | 6 | 0 | -3 | 6 | -2.7 | 3 | 6 | 5 | 6
CC(C)=CCc1c(-c2ccc(O)cc2O)oc2c3c(cc(O)c2c1=O)OC(C)(C)C=C3 | 4 | -5 | 0 | -12 | -2.8 | 6 | -14 | 1 | 1
COc1ccc(/C=C(/NC(=O)c2ccccc2Cl)C(=O)NCCCC(=O)O)cc1 | 7 | 7 | -8 | -9 | 2.2 | 5 | 3 | 0 | -8
CCOC(=O)c1cc(-c2ccccc2)sc1NC(=O)C(C)Sc1nnc(N)s1 (configuration not stated) | 3 | -5 | 3 | -17 | -0.6 | 1 | -7 | -12 | 7

In a second layout: entries from further up
Values run as follows: BCLXL inh | GSTO1 counter | TPT1 inh | PME-1 inh | MEX-5 binding | MCL1-BIM inh | Fam108B inh | PAD4 FP inh | GLD-1 TGE inh
COC(=O)C1=C(CSc2nccn2C)NC(=O)NC1c1cc(C)ccc1C (configuration not stated)
→ -5 | 4 | -2 | 2 | 2.1 | -6 | -3 | -3 | 1
O=C(Cc1ccccc1[N+](=O)[O-])OCN1C(=O)c2ccccc2C1=O
→ 3 | 30 | -5 | 6 | -0.6 | 9 | -4 | -6 | -1
CCCC1C2C(=O)N(c3cccc(C)c3)C(=O)C2ON1c1ccccc1 (configuration not stated)
→ 0 | 3 | 1 | -5 | 1.7 | -6 | 1 | -4 | 5
COc1cc(OC)cc(C(=O)N2CCN(Cc3ccccc3Br)CC2)c1
→ 6 | 0 | -3 | 6 | -2.7 | 3 | 6 | 5 | 6
